Screening results from PubChem BioAssay.
DT40 TDP1 CPT = qHTS for Inhibitors of human tyrosyl-DNA phosphodiesterase 1 (TDP1): qHTS in cells in presence of CPT. chicken DT40 Tdp1-/-;hTDP1 cells + 20 nM CPT, ATP luminescence, 48 h. Potency, µM (doses to about 46.2 µM), without a hit: at the top dose activity change, negative = growth inhibition, hits mostly inhibitors. 420,000 tested, 12% active; active means well fitted inhibition curve with a large enough effect; inconclusive means small, poorly fitted or top-dose-only effect; further: nearly all actives have a fitted effect of over 55% in size
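Chicken DT40 Tdp1-/- cells stably complemented with human TDP1 were seeded at 400 cells/well in medium containing 20 nM camptothecin, exposed to pin-transferred compounds, and grown at 37 °C for at least 48 hr. Viability was read as ATP luminescence.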
The depositor's hits bear a star; u = inconclusive; [ ] = dose if it differs, or a comment. On the % scale 0 is the no-effect control and ±100 the full control effect; potency means the concentration at half of the fitted maximal effect.

Structure	DT40 TDP1 CPT
Nc1[nH]c(C(=O)c2ccccc2)c(-c2ccccc2Cl)c1C(=O)c1ccccc1	u
COc1ccc(C(=O)N2CCC2(C)C(=O)NC(C)C)c(OC)c1 (centres undefined)	-5.3%
Cc1c(C(=O)NCc2ccc(C(F)(F)F)cc2)sc(=O)n1Cc1ccc(S(=O)(=O)N(C)C)cc1	23.1µM*
COCCNc1nc(Nc2ccc(C#N)cc2)c2sccc2n1	20.6µM*
CC1(C(=O)NCc2ccc(Cl)cc2)CCN1C(=O)Cc1cccs1 (centres undefined)	u
COc1ccc(C(C)=O)cc1CN1C(=O)C(Cc2ccccc2)ON=C1c1ncccc1C (centres undefined)	20.6µM*
COCCNC(=O)C1(C)CCCN(C(=O)Cc2ccc3ccccc3c2)C1 (centres undefined)	u
NCCC(=O)N[C@@H](Cc1cnc[nH]1)C(=O)O	11.4%
C[C@]12CCC(=O)C=C1[C@@H]1C[C@@H]1[C@H]1[C@@H]3[C@@H]4C[C@@H]4[C@@]4(CCC(=O)O4)[C@@]3(C)CC[C@@H]12	8.41µM*
CC(C)CCN1C(=O)c2ccccc2C1c1nnnn1C(C)C (centres undefined)	u
O=C1c2ccccc2C(c2nnnn2Cc2ccccc2)N1CCc1ccccc1F (centres undefined)	u
O=C(Nc1ccc(Cl)cc1)c1ccc2sc([C@@H]3O[C@H](CO)[C@H](O)[C@H](O)[C@H]3O)nc2c1	13.8%
CCc1nc2c(OCC(=O)N(C)C)cccn2c1N(C=O)Cc1ccc(OC)cc1	-4.3%
O=[N+]([O-])c1ccc(N2CCCC2)c([N+](=O)[O-])c1	9.8%
CCCCC[C@H](C)N1C[C@@H](COCc2ccccc2)Oc2cc(N3CCC[C@H]3C(N)=O)ccc2S1(=O)=O	u
CC(=O)c1ccc(OCc2c(-c3ccccc3)nnn2CC(=O)NS(=O)(=O)c2ccc(C)cc2)cc1	u

Copied from the list.
In DT40 TDP1 CPT, C[C@]12CCC(=O)C=C1[C@@H]1C[C@@H]1[C@H]1[C@@H]3[C@@H]4C[C@@H]4[C@@]4(CCC(=O)O4)[C@@]3(C)CC[C@@H]12 has 8.41µM*
In DT40 TDP1 CPT, O=C(Nc1ccc(Cl)cc1)c1ccc2sc([C@@H]3O[C@H](CO)[C@H](O)[C@H](O)[C@H]3O)nc2c1 has 13.8%
In DT40 TDP1 CPT, CCc1nc2c(OCC(=O)N(C)C)cccn2c1N(C=O)Cc1ccc(OC)cc1 has -4.3%

The results go on:
Structure	DT40 TDP1 CPT
O=C1C(c2ccccc2)=NCCN1C(c1ccc(F)cc1)c1nc2ccccc2[nH]1 (centres undefined)	u
CCCNC(=O)C1(C)CCCN(Cc2cccs2)C1 (centres undefined)	-3.3%
Cc1ccc(OCc2nc3ccccc3n2C(C(=O)NC(C)(C)C)c2ccncc2)cc1 (centres undefined)	-6.2%
C[C@H]1CN([C@@H](C)CO)C(=O)CCCn2nncc2CO[C@@H]1CN(C)C(=O)Nc1ccc2c(c1)OCO2	4.5%
CC1(C(=O)Nc2ccc3nc[nH]c3c2)CCN1C(=O)Cc1ccc(-c2ccccc2)cc1 (centres undefined)	u
COC(=O)[C@@]12C[C@@H](CC(=O)NCc3cccc(C(F)(F)F)c3)C(=O)N(Cc3cccc4ccccc34)C1=CCC(C)(C)C2	16.4µM*
CC1(C(=O)Nc2ccccc2)CCN1C(=O)C1(c2ccccc2)CC1 (centres undefined)	u
CC(=O)N1CCc2cc(S(=O)(=O)C(C)CC(=O)NCc3ccco3)ccc21 (centres undefined)	-3.3%
COc1ccc(NC(=O)C[C@H]2C(=O)N(C3CCCCC3)C[C@@H]2CSC)cc1	-12.4%
CCC(c1nc2ccccc2[nH]1)n1c(=O)c(-c2ccco2)nc2ccccc21 (centres undefined)	20.6µM*
CN[C@@H](CO)C(=O)NC[C@H]1O[C@@H](n2cc(C)c(=O)[nH]c2=O)C[C@@H]1O	-9.5%
Clc1ccc2nc(-c3ccccc3)c(Cc3ccsc3)n2c1	-5.4%
C[C@]12C[C@H](O)CC(CO)(CO)C1[C@H](O)C[C@@]13CC4[C@@H](CC12)[C@@]4(C)C3 (some centres undefined)	4.7%[9.04 µM]
Cc1cccc(C)c1C(O)c1ncc(-c2cccc(C(F)(F)F)c2)[nH]1 (centres undefined)	u
C/C=C/c1ccc(OC(C)[C@@H](O)c2ccc(O)c(OC)c2)c(OC)c1 (some centres undefined)	-16.3%[9.04 µM]
CCCCCCN1CCN(C2CN(Cc3ccccc3)S(=O)(=O)C2)CC1 (centres undefined)	u
NC(N)=NN=Cc1ccnc2ccccc12	14.6µM*
CSc1ccc(-c2cc3c(c4c2ccn4C)C2CCC3C2)cc1 (centres undefined)	8.8%
COc1cc(-c2cc(NC(C)=O)c3ncc(-c4ccc(F)cc4)n3c2)cc(OC)c1OC	u
CCC1CN(CCNC(=O)c2ccsc2)Cc2cc(OC)ccc2O1 (centres undefined)	9.2%[9.04 µM]
Cc1ccc(S(=O)(=O)N2C[C@H]3[C@H]4C(=O)N(c5ccccc5)C(=O)[C@H]4CC(=O)[C@H]3[C@@H]2c2cccc3ccccc23)cc1	1.2%
Cc1ccc(S(=O)(=O)N(C)C[C@@H]2OCc3cnnn3CCCC(=O)N([C@H](C)CO)C[C@H]2C)cc1	u
COc1ccc(-c2coc3c(C(=O)NCc4cccs4)cccc23)c(C)c1	23.1µM*
CC(=O)OC1CCC2C3CCc4cc(OP(=O)(N5CC5)N5CC5)ccc4C3CCC12C (centres undefined)	u

Continued:
| SMILES | DT40 TDP1 CPT |
| --- | --- |
| O=C(C1CCCCC1)N1C[C@H](n2cc(-c3ccc(F)cc3)nn2)[C@@H](O)C[C@@H]1c1ccccc1 | 2.5% |
| COCCNC(=O)C1(C)CCCN(CC(=O)c2ccc(OC)cc2)C1 (centres undefined) | -11.6% |
| CCc1nc2c(OCC3COc4ccccc4O3)cccn2c1N(C)C(=O)c1cccs1 (centres undefined) | u |
| CCOc1ccccc1N(CC(=O)Nc1ccccc1Br)S(=O)(=O)c1ccccc1 | u |
| CN(C)c1ccc(NC(=O)Nc2nnc([C@H]3C[C@H](O)[C@@H](CO)O3)s2)cc1 | -2.9% |
| OC(Cc1cccc(Br)c1)c1ncc(-c2ccccc2C(F)(F)F)[nH]1 (centres undefined) | u |
| CCOC(=O)[C@]12CCCC=C1N(Cc1ccco1)C(=O)[C@H](CC(=O)NCc1ccc(OC)c(OC)c1)C2 | u |
| CCCCN1C(=O)C(CC(=O)NCCc2ccccn2)CC(C(=O)N2CCOCC2)=C1C (centres undefined) | -7.3% |
| COc1ccc(-c2csc(C(O)(c3ccccc3)C(F)(F)F)n2)cc1 (centres undefined) | u |
| COc1cc(CNc2ncnc3c2ncn3[C@H]2CN(Cc3ccc(F)cc3)C[C@@H](CO)O2)cc(OC)c1OC | 20.6µM* |
| CC(C)Oc1cccc(NC(=O)C2(C)CCCN(C)C2)c1 (centres undefined) | 0.7% |
| CCN(CC(=O)Nc1ccc(OC)cc1)CC(=O)Nc1cccc(S(=O)(=O)N2CCOCC2)c1 | -26.2% |
| COc1ccccc1CCNC(=O)CSCC(=O)Nc1ccccc1F | -16.9% |
| CC(C)CCOc1ccc(C(=O)Nc2cc(S(=O)(=O)N3CCOCC3)ccc2N2CCOCC2)cc1 | 9.2µM* |
| CCc1nc2c(OCc3cccc(Cl)c3)cccn2c1N(C)C(=O)c1ccncc1 | u |
| CC(C)NC(=O)C1C(c2ccccc2)=Nc2ccccc2N1C(=O)c1cc(Cl)cc(Cl)c1 (centres undefined) | 23.1µM* |
| CCOc1ccccc1-c1ccc2nccn2c1 | u |
| CCCS(=O)(=O)NC(=O)C1(C)CCN(C(=O)c2cc(C)n(C(C)(C)C)n2)C1 (centres undefined) | -22.7% |
| COc1ccc(CCNC[C@H](O)c2ccc(O)cc2)cc1OC | -1.6% |
| COc1cc(-c2cnc3c(NC=O)cc(-c4ccc(S(C)(=O)=O)cc4)cn23)cc(OC)c1OC | 16.4µM* |
| O=C(COC(=O)c1cccc(S(=O)(=O)N2CCCC2)c1)Nc1ccc(Cl)cc1 | -3.6% |
| CCc1nc2ccc(C(=O)NCCOc3ccc(OC)cc3)cn2c1N(C)C(=O)Cc1ccccc1 | u |
| CCCCNC(=O)c1cc2nc(-c3ccc(OC)cc3)cc(C(F)(F)F)n2n1 | u |
| CC1(c2nnnn2-c2ccc3c(c2)OCCO3)CCC(=O)N1CCc1c[nH]c2ccccc12 (centres undefined) | u |
| CN(C)c1ncnc2c1ncn2[C@H]1CN(Cc2ccncc2)C[C@@H](CO)O1 | -26.6% |
| CS(=O)(=O)c1ccc(S(=O)(=O)N2CCN(C(=O)C(O)c3ccccc3)CC2)cc1 (centres undefined) | -4.2% |
| COc1ccc(OC)c(C(O)c2ncc(-c3ccc(C(F)(F)F)cc3)[nH]2)c1 (centres undefined) | u |
| CC1(C(=O)NS(=O)(=O)Cc2ccccc2)CCN1C(=O)c1ccc(C2CCCCC2)cc1 (centres undefined) | 3.9% |
| COCOCCn1cc(CN2CCS(=O)(=O)N(Cc3ccc(-c4ccc(Cl)nc4)cc3)C(C)C2=O)nn1 (centres undefined) | -22.4% |
| COc1ccc(CCC(=O)N2c3ccccc3N=C(c3ccc4c(c3)OCO4)C2C(=O)NCc2ccccc2)cc1 (centres undefined) | u |
| CCOC(=O)[C@]12CCCC=C1N(Cc1ccc(Cl)cc1Cl)C(=O)[C@H](CC(=O)NCCCN1CCCC1=O)C2 | u |
| CC1C(=O)N(Cc2cn(CCC3OCCO3)nn2)CCS(=O)(=O)N1Cc1ccc(-c2ccc(Cl)c(Cl)c2)cc1 (centres undefined) | 14.6µM* |
| Cc1cc(C)c2cc(C#N)c(NCCNC(=O)c3ccccc3)nc2c1 | u |
| CCCc1cc(=O)oc2cc(OCC(=O)NCCN3CCOCC3)c(Cl)cc12 | 23.1µM* |
| CCOc1ccc(NC(=O)COc2cccc3cccnc23)cc1S(=O)(=O)N1CCCC1 | u |
| COCCNC(=O)C1(C)CCCN(C(=O)c2cccc(Cl)c2)C1 (centres undefined) | -21.9% |
| CCC(C)C(CO)NCCCn1ccc(NC(=O)OCc2ccccc2)nc1=O (centres undefined) | -3.9% |
| CCOC1=C2[C@@H](CN(S(=O)(=O)c3ccc(C)cc3)[C@H]2c2ccccc2)[C@H]2C(=O)N(c3ccccc3)C(=O)[C@H]2C1 | 2.8% |
| C/C(=N\NC(=O)c1nnn(-c2nonc2N)c1CSc1ccc(C)cc1)c1cccnc1 | u |
| CCCS(=O)(=O)NCc1c(C)ncc2c1CCN(C(=O)/C=C/c1cccc(Cl)c1)C2 | 5.1%[9.04 µM] |

4 entries already listed, arranged by formula weight, highest first:
| SMILES | DT40 TDP1 CPT |
| --- | --- |
| CCOc1ccc(NC(=O)COc2cccc3cccnc23)cc1S(=O)(=O)N1CCCC1 | u |
| CCCS(=O)(=O)NCc1c(C)ncc2c1CCN(C(=O)/C=C/c1cccc(Cl)c1)C2 | 5.1%[9.04 µM] |
| CCC(C)C(CO)NCCCn1ccc(NC(=O)OCc2ccccc2)nc1=O (centres undefined) | -3.9% |
| COCCNC(=O)C1(C)CCCN(C(=O)c2cccc(Cl)c2)C1 (centres undefined) | -21.9% |

(list continues)
| SMILES | DT40 TDP1 CPT |
| --- | --- |
| CNc1cc(-c2ccc(C(=O)OC)cc2)ncn1 | -8.9% |
| CCCCCCCCN1C(=O)[C@H](CC(=O)NCCC(C)C)C[C@@]2(C(=O)OCC)CCCC=C12 | 13µM* |
| CCOC(=O)Cn1ccc2cc(S(=O)(=O)N3CCCC3)ccc21 | -2.9% |
| CCCCCCn1c(=O)n2n(c1=O)[C@@H]1CN(S(=O)(=O)c3ccc(C)cc3)C[C@]1(O)[C@@H](OC(=O)NCc1ccccc1)C2 | u |
| Cc1cccc(C)c1NC(=O)C(c1ccc(C(F)(F)F)cc1)n1c(=O)c(-c2ccccc2)nc2ccccc21 (centres undefined) | u |
| C[C@@H]1CN([C@H](C)CO)C(=O)CCCn2nncc2CO[C@H]1CN(C)C(=O)c1ccncc1 | -6.5% |
| C[C@@H](c1ccccc1)N1C[C@@H](COCc2ccccc2)Oc2cc(N3CC[C@H](N(C)C)C3)ccc2S1(=O)=O | -20.9% |
| CC(C)NC(=O)C1(C)CN(S(C)(=O)=O)CC(=O)N1C1CCN(Cc2ccccc2)CC1 (centres undefined) | -2.8% |
| CCC/C=C/c1ccc(CN2C(CC(C)C)C(=O)N(Cc3cn(CCOCOC)nn3)CCS2(=O)=O)cc1 (centres undefined) | -15.1% |
| CC(C)C[C@H]1COc2cccc(N(C)CCO)c2S(=O)(=O)N1 | -1.4% |
| O=C(Nc1c(-c2ccc(Cl)cc2)[nH][nH]c1=O)c1ccc(Br)cc1 | -15.2% |
| CCOC1=C2CN(S(=O)(=O)c3ccc(C)cc3)C(c3ccccc3)CC2N(S(=O)(=O)c2ccccc2Cl)C(c2ccccc2)C1 (centres undefined) | 10.1% |
| CN(C)CCNc1nc(-c2ccccc2F)c2sccc2n1 | u |
| COc1ccc(CCN2C(=O)COc3ccccc3C2C(=O)NC(C)(C)C)cc1OC (centres undefined) | -2.4% |
| N#CC(CC(=O)OCc1ccccc1)NC(=O)OCc1ccccc1 (centres undefined) | u |
| C[C@H]1CN([C@@H](C)CO)C(=O)CCCn2nncc2CO[C@H]1CN(C)S(=O)(=O)c1ccccc1F | 5.2% |
| OC(c1ccccc1)c1ncc(-c2cccc(OCc3ccccc3)c2)[nH]1 (centres undefined) | u |
| Oc1cccc(-c2c3nc(c(-c4cccc(O)c4)c4ccc([nH]4)c(-c4cccc(O)c4)c4nc(c(-c5cccc(O)c5)c5ccc2[nH]5)CC4)C=C3)c1 | 26.6µM* |
| Cn1c(=O)c2cc(NC(=S)NC3CCCCC3)ccc2n1Cc1ccc(Cl)cc1 | u |

Some of the compounds tested, so the mix of outcomes need not match the whole.
